B2AR arrestin: beta2AR (human) beta-arrestin recruitment activity; P07550; beta-arrestin recruitment to beta2AR, cell-based reporter; Potency, µM (top dose mostly 46.1 µM), for the others: at the highest dose activation, hits mostly activators; 0.02% of 330,000 active; AID 492947;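 also: potency is read from the fitted curve at half-maximal effect; 0% = DMSO controls and full agonism = EC100 isoproterenol or metaproterenol; nearly all actives have a fitted effect of over 65% in size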
BCR signal inh: blocks chronic active B-cell receptor signaling. ABC-DLBCL IkBa-CBG/CBR reporter, luminescence ratio, 4 h. Potency, µM (doses to about 46.1 µM), inactives show top-dose ratio change, negative = lower green/red ratio, usual class: inhibitors. 0.05% of 340,000 active. AID 493014; active = well fitted inhibition curve with a large enough effect in the signal ratio, with a control signal flat, not every such curve was filed as active; inconclusive = small, poorly fitted or top-dose-only effect, or effect the other way, or a change in a side signal; the % refers to the signal ratio;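 also: potency is read from the fitted curve at half-maximal effect; plate controls were basal doxycycline-induced cells for no effect and cells given 10 µM MG132 for full effect; MG132 reads +100%, hits lower the ratio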
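Cell line TMD8 (human ABC DLBCL), stably expressing tet-inducible CBG68-IkBa fusion and CBR; IMDM/0.5% FBS; cpd up to 46 uM; dox induction, 4 h, 37C/5% CO2; dual luminescence; green/red ratio; MG132 control.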
Tb PFK block: inhibitors of T. brucei phosphofructokinase; 0.17% of 330,000 active; T. brucei PFK, ADP-Glo luminescence; Potency, µM (series often up to 57.5 µM), inactives show at the highest dose activity, negative = inhibition, usual class: inhibitors; O15648; AID 485367;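 also: potency is read from the fitted curve at half-maximal effect; 0% = uninhibited 1x PFK enzyme wells and -100% = no-enzyme wells; nearly all actives have a fitted effect of over 60% in size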
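Compounds were pin-transferred as a titration series up to 57 uM into substrate buffer (0.5 mM F6P, 0.1 mM ATP, pH 8.0), then 1.25 nM PFK was added and reactions ran 45 min before ADP-Glo detection.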
Mito fusion yeast: mitochondrial division inhibition or fusion activation; S. cerevisiae fusion-defective mutant growth rescue, CellTiterGlo 48 h; AID 485298; Potency, µM (top dose mostly 46.1 µM), for the others: at the highest dose growth rescue (activation), hits mostly activators; 0.23% of 320,000 active;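 also: potency is read from the fitted curve at half-maximal effect; % of control where 0% means no effect; nearly all actives have a fitted effect of over 45% in size; temperature-sensitive fusion mutants such as fzo1-1 at 37 °C on non-fermentable ethanol glycerol medium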
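S. cerevisiae fusion-defective temperature-sensitive mutants (e.g. fzo1-1, mgm1-5) grown 48 h at 37C in YPEG (ethanol/glycerol non-fermentable) medium with 23 nl compound per well; growth rescue read as CellTiterGlo luminescence.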
Eya2 phos inh: blocks the phosphatase activity of human Eya2; 0.006% of 330,000 active; AID 488837; O00167; recombinant Eya2, OMFP fluorescence dephosphorylation (OMFP is methylfluorescein phosphate); Potency, µM (titrated, usually from 76.9 µM), without a hit: at the highest dose activity, negative = inhibition, actives largely listed as inhibitors; also: potency is read from the fitted curve at half-maximal effect; % is scaled to controls: 0 for no effect and ±100 for the full control effect
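Eya2 (0.2 uM) preincubated 10 min at ambient with compound, then OMFP substrate added at 50 uM; 10 min reaction in 50 mM HEPES pH 7.5, 50 mM NaCl, 5 uM MgCl2, 0.05% BSA, 1 mM DTT. Fluorescence read at Ex 485/Em 525 nm.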
uPA generation: cell surface uPA generation inhibition; cell surface uPA generation assay, qHTS; Potency, µM (top dose mostly 38.3 µM), inactives show top-dose activity change, negative = inhibition, most hits filed as inhibitors; 0.31% of 330,000 active; AID 540303; active = well fitted inhibition curve with a large enough effect; inconclusive = small, poorly fitted or top-dose-only effect; inactive = no such curve, though single readings can be large or run the other way; tested in mouse RAW 264.7 cells; also: potency is read from the fitted curve at half-maximal effect; % is scaled to controls: 0 for no effect and ±100 for the full control effect; nearly all actives have a fitted effect of over 55% in size
ELG1 DNA repair: ELG1-dependent DNA repair inhibition; HEK293T ELG1-luciferase reporter, luminescence, 16 h; DNA damage induced by 5-fluorouridine; Potency, µM (titrated, usually from 46.1 µM), for inactives: top-dose activity change, negative = inhibition, usual class: inhibitors; 2.3% of 330,000 active; AID 504467; also: potency is read from the fitted curve at half-maximal effect; % is scaled to controls: 0 for no effect and ±100 for the full control effect; nearly all actives have a fitted effect of over 55% in size
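Cells (2,000 per well) received 5-fluorouridine plus test compound or DMSO and were incubated 16 hr at 37 °C, 5% CO2. Luciferase activity was read by luminescence 30 min after ONE-Glo addition; signal suppression marked inhibition of damage-induced ELG1 function.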
TSG101-PTAP inh: blocks PTAP/TSG101 interaction to inhibit HIV-1 budding | Q99816 | Fluorescence polarization, FITC-PTAP peptide / Tsg101 binding | Potency, µM (top dose mostly 115 µM), for inactives: top-dose activity change, negative = inhibition, most hits filed as inhibitors | 340,000 tested, under 10 active; active = well fitted inhibition curve with a large enough effect in the main read-out, with a control signal flat, not every such curve was filed as active; inconclusive = small, poorly fitted or top-dose-only effect, or effect the other way, or a change in a side signal; inactive = no such curve, though single readings can be large or run the other way; also: potency is read from the fitted curve at half-maximal effect; % of control where 0% means no effect
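FP read-out: FITC-PTAP peptide, 50 nM final, binding Tsg101 binding domain, 10 uM final; 20 min, r.t.; 10 mM HEPES pH 7.5, 0.15 M NaCl, 0.01% Tween 20, 3 mM EDTA, 0.1 mM TCEP.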
USP2a inh: inhibitors of human ubiquitin-specific protease USP2a | USP2 core, Ub-CHOP2 coupled fluorogenic reporter, 485/531 | Potency, µM (titrated, usually from 38.3 µM), inactives show at the highest dose activity change, negative = inhibition, most hits filed as inhibitors | 0.01% of 330,000 active | AID 463254;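 also: potency is read from the fitted curve at half-maximal effect; plate controls were DMSO wells for no effect and full inhibition by NEM control for full effect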
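USP2 core (10nM final) preincubated 30min RT with compound in 20mM Tris-HCl pH 8.0, 2mM CaCl2, 2mM beta-mercaptoethanol, 0.05% CHAPS; 25nM Ub-CHOP2 plus 25nM reporter substrate added, fluorescence (Ex485/Em531) read after 60min.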
TSHR antag: human thyrotropin receptor antagonism; activity change, negative = inhibition, % at 11.5 µM; P16473; 0.2% of 330,000 active; TSHR-expressing cells, TSH-stimulated cAMP HTRF, 2 h; hits give low values;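 active = activity change below a set negative limit, meaning inhibition stronger than a set level, cut at about -70% in these data; inconclusive = activity change between two set negative limits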; also: % is scaled to controls: 0 for no effect and ±100 for the full control effect
Target sequence (P16473 whole entry, looked up): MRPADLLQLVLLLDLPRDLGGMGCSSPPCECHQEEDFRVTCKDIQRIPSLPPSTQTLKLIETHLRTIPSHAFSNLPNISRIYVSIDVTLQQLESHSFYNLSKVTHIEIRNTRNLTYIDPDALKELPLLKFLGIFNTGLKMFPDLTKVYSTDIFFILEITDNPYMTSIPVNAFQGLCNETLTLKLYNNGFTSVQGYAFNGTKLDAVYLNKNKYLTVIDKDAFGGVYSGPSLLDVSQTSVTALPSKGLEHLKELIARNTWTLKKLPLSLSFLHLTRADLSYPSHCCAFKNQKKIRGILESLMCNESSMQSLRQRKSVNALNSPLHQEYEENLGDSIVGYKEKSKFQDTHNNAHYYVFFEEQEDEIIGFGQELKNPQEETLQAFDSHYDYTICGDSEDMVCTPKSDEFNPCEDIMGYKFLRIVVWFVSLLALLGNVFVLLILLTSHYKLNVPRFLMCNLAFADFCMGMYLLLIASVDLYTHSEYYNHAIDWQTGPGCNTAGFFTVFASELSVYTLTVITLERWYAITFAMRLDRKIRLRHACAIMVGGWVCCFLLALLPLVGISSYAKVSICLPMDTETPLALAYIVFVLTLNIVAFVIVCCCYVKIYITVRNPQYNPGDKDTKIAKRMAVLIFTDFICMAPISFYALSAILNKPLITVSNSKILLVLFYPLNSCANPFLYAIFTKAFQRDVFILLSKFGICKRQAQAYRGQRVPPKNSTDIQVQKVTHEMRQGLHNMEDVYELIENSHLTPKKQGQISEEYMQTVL
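Read-out is FRET at 665 nm (cryptate excitation 337 nm) from a cryptate-tagged anti-cAMP antibody, competed by cell cAMP against cAMP-d2. Compounds are tested on freshly harvested TSHR cells challenged with 4nM TSH (EC80) for 2 hours at 37 deg C.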
TCR act: activators of T cell receptors; primary human leukocytes, anti-CD3, IL-2 HTRF, 48 h; Potency, µM (top dose mostly 9.22 µM), for inactives: at the highest dose activation of IL-2 secretion, actives largely listed as activators; AID 504894; 330,000 tested, under 10 active; also: % of control where 0% means no effect
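HTRF read-out of IL-2 secretion: europium cryptate donor excited at 320nm, d2 acceptor emission at 665nm. Cells were primary human leukocytes incubated 48 hr with compounds and a-CD3 beads, supplying TCR signal only.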
* = called active by the depositor; ? = inconclusive; nt = not tested or not shown; [ ] = another dose, or the depositor's remark. Unless noted, calls follow the shape of the dose curve; as a rule, active = well fitted curve in the direction sought with a large enough effect; inconclusive = small, poorly fitted or top-dose-only effect, or another doubt; inactive = no such curve, though single readings can be large; an effect the other way counts as inactive or inconclusive.

structure	B2AR arrestin	BCR signal inh	Tb PFK block	Mito fusion yeast	Eya2 phos inh	uPA generation	ELG1 DNA repair	TSG101-PTAP inh	USP2a inh	TSHR antag	TCR act
Cc1c(NC(=O)C(C)N2C(=O)C3CCCCC3C2=O)c(=O)n(-c2ccccc2)n1C (configuration not stated)	-0.2%	-21%	-6%	4%	-5%	-2%	-2%	1%	1%	5	-3%
CCOC(=O)c1c(C)[nH]c(C)c1C(=O)CSc1nc2ccccc2c(=O)n1-c1ccc(Cl)cc1	2.8%	?	0%	29%	-18%	-9%	?	3%	-5%	1	0%[46.1 µM]
C#CCNC(=O)C1=C[C@@H](c2csc3ccccc23)C[C@@H](OCc2ccc(CO)cc2)O1	-0.8%	-19%	1%	-5%	-1%	-4%	?	0%	3%	-11	-8%
COc1ccc(S(=O)(=O)NC2CCCC2)cc1Br	-0.9%	4%	3%	6%	10%	3%	-4%	-4%	0%	-2	1%
COc1ccc(S(=O)(=O)N2CCOCC2)cc1NC(=O)CSc1nc(C)c(C)c(C)n1	-0.1%	-5%	1%	nt	3%	8%	-25%	-4%	1%	-3	2%
CCCCCOC(=O)C1=C(C)N(C)C(=O)NC1c1cc(Br)c(O)c(OC)c1 (configuration not stated)	0.1%	-5%	-6%	3%	0%	-5%	?	-7%	0%	-6	2%
Cc1ccc(-c2ccc(/C=N\NC(=O)c3cc4c(ccc5ccccc54)o3)o2)cc1[N+](=O)[O-]	-1.4%	-3%	-1%	-1%	10%	7%	?	-5%	-1%	17	3%
COc1ccc(C2=NC(=O)NC2c2ccc(OC)cc2)cc1 (configuration not stated)	-0.4%	-20%	-8%	1%	-18%	6%	1%	2%	-3%	-4	-5%
CNc1ccccc1NC(=O)C1CCCN1C(=O)OCc1ccccc1 (configuration not stated)	-0.2%	-10%	-3%	1%	-1%	-13%	5%	-6%	1%	31	1%
CN(C)c1ccc(/C=C(\C#N)C(=O)c2ccccc2)cc1	-0.8%	2%	-2%	3%	-11%	10%	-2%	?	5%	-9	3%
Cc1cc(NC(=O)/C(C#N)=C/c2ccco2)n(-c2ccccc2)n1	0.0%	7%	-2%	-2%	-2%	-8%	-18%	-1%	0%	3	1%[46.1 µM]
CS(=O)(=O)N(CC(=O)N1CCN(c2ccccc2)CC1)c1cc(C(F)(F)F)ccc1Cl	0.0%	22%	1%	10%	-3%	6%	-7%	1%	-10%	4	3%
Cc1ccc(-c2cc(C(=O)N(C)Cc3cnn(C)c3C)c3cc(Br)ccc3n2)cc1	-0.9%	?	4%	?	-3%	0%	5.8µM*	-9%	-2%	-2	-18%[46.1 µM]
COc1ccccc1C(=O)O/N=C1/CCCc2c1ccc(OC)c2[N+](=O)[O-]	0.4%	-2%	-2%	1%	13%	-7%	-12%	1%	1%	-6	9%
COc1ccc2c(COC(=O)CNS(=O)(=O)c3ccc(C)c(C)c3)cc(=O)oc2c1	0.1%	-5%	9%	4%	12%	-19%	12%	0%	1%	0	0%
COc1ccccc1C(=O)NCCn1cc(SCC(=O)NCc2ccco2)c2ccccc21	-0.7%	6%	1%	-2%	2%	nt	26µM*	-4%	2%	-5	-2%[46.1 µM]
N#Cc1ccc(CSc2ccc(S(=O)(=O)N3CCCCCC3)cn2)cc1	0.2%	8%	-5%	10%	-23%	-13%	?	2%	-2%	-31	4%
COc1ccc2oc(C)c(C(=O)c3ccc(C)cc3)c2c1	-0.6%	?	1%	2%	-15%	0%	28%	1%	4%	-1	-1%
Cc1ccc(O)c(CNc2nc3ccccc3n2C)c1	0.4%	?	-1%	-1%	8%	-2%	?	-9%	2%	11	-1%
COc1cc2c(cc1NC(=O)CSc1nc3ccc(C)cc3[nH]1)oc1ccccc12	0.2%	0%	8%	2%	2%	nt	-5%	nt	-3%	5	1%[46.1 µM]
CCN(CC)C(=O)Cn1cc(C(=O)C(=O)N2CCc3ccccc32)c2ccccc21	-0.1%	?	-1%	8%	-9%	-4%	4%	-3%	3%	-7	3%
CC(=O)Oc1ccc(-c2ccc(C(=O)NCCc3ccc(S(N)(=O)=O)cc3)cc2)cc1	-0.5%	29%	1%	-3%	-2%	-2%	-21%	-1%	1%	13	12%
FC(F)(F)c1cc(-c2cccs2)nc2cc(-c3ccccc3)nn12	-0.3%	-6%	0%	-10%	-1%	2%	15%	1%	4%	-18	-8%[46.1 µM]
CCOC(=O)c1c(NC(=O)CN2C(=O)NC3(CCCCC3C)C2=O)sc(C)c1CC (configuration not stated)	0.0%	18%	-10%	29%	-2%	-2%	?	-4%	-2%	10	-1%
COc1cccc(NC(=O)Cn2cc(C(=O)c3ccc(C)cc3)c(=O)c3cc(OC)ccc32)c1	-0.4%	15%	-24%	-8%	7%	nt	nt	nt	0%	7	nt

Ordered by the number under TSG101-PTAP inh (rising): six from the list above
Molecule	TSG101-PTAP inh
COc1ccc(S(=O)(=O)N2CCOCC2)cc1NC(=O)CSc1nc(C)c(C)c(C)n1	-4%
CCN(CC)C(=O)Cn1cc(C(=O)C(=O)N2CCc3ccccc32)c2ccccc21	-3%
CC(=O)Oc1ccc(-c2ccc(C(=O)NCCc3ccc(S(N)(=O)=O)cc3)cc2)cc1	-1%
FC(F)(F)c1cc(-c2cccs2)nc2cc(-c3ccccc3)nn12	1%
COc1ccc(C2=NC(=O)NC2c2ccc(OC)cc2)cc1 (configuration not stated)	2%
CCOC(=O)c1c(C)[nH]c(C)c1C(=O)CSc1nc2ccccc2c(=O)n1-c1ccc(Cl)cc1	3%

(next part)
structure	B2AR arrestin	BCR signal inh	Tb PFK block	Mito fusion yeast	Eya2 phos inh	uPA generation	ELG1 DNA repair	TSG101-PTAP inh	USP2a inh	TSHR antag	TCR act
O=C(COC(=O)C1CCN(S(=O)(=O)c2cccs2)CC1)c1ccc2c(c1)OCCO2	-0.1%	-1%	-3%	1%	-4%	-3%	3%	0%	0%	-8	-3%
CSc1nn(-c2ccc(C(=O)OC(C(=O)NC(N)=O)C(C)C)cc2)c(=S)s1 (configuration not stated)	-0.1%	2%	-19%	-2%	2%	-2%	?	-6%	0%	18	-1%
Clc1ccc2oc(-c3cccnc3)nc2c1	0.6%	?	6%	2%	-9%	-6%	?	1%	1%	-1	-7%
O=C(Nc1ccccc1)OCCOc1ccccc1Br	-0.6%	2%	2%	1%	?	1%	?	-10%	-1%	-3	1%
c1cnc(N2CCSCC2)nc1	0.0%	-1%	1%	-3%	3%	1%	13%	0%	0%	4	4%
COc1ccccc1C1CC(=O)NC(C)=C1C(=O)OCC1CCCO1 (configuration not stated)	0.0%	-3%	7%	-4%	12%	2%	3%	0%	2%	-11	3%
CCCC(=O)C1=C(O)C(C(=O)OC)C(C)(C)CC1=NCCc1ccc(OC)c(OC)c1 (configuration not stated)	-0.4%	?	-6%	3%	0%	-2%	-9%	-5%	-13%	-11	-5%

A different layout for part of the listing above.
> Clc1ccc2oc(-c3cccnc3)nc2c1
- B2AR arrestin = 0.6%
- BCR signal inh = ?
- Tb PFK block = 6%
- Mito fusion yeast = 2%
- Eya2 phos inh = -9%
- uPA generation = -6%
- ELG1 DNA repair = ?
- TSG101-PTAP inh = 1%
- USP2a inh = 1%
- TSHR antag = -1
- TCR act = -7%
> c1cnc(N2CCSCC2)nc1
- B2AR arrestin = 0.0%
- BCR signal inh = -1%
- Tb PFK block = 1%
- Mito fusion yeast = -3%
- Eya2 phos inh = 3%
- uPA generation = 1%
- ELG1 DNA repair = 13%
- TSG101-PTAP inh = 0%
- USP2a inh = 0%
- TSHR antag = 4
- TCR act = 4%
